From PubChem
PI4K2A inh: qHTS for small molecular inhibitors of PI4K2A; Phosphatidylinositol 4-kinase type 2-alpha (Homo sapiens), Q9BTU6; purified PI4K2A, ADP-Glo luminescence, 1 h; hits give low values; activity change, negative = inhibition, % at 76.9 µM; 0.13% of 420,000 active; in the data active = activity change below about -50%;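 also: -100% = wells without enzyme as full effect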
Target sequence (Q9BTU6 whole entry, looked up): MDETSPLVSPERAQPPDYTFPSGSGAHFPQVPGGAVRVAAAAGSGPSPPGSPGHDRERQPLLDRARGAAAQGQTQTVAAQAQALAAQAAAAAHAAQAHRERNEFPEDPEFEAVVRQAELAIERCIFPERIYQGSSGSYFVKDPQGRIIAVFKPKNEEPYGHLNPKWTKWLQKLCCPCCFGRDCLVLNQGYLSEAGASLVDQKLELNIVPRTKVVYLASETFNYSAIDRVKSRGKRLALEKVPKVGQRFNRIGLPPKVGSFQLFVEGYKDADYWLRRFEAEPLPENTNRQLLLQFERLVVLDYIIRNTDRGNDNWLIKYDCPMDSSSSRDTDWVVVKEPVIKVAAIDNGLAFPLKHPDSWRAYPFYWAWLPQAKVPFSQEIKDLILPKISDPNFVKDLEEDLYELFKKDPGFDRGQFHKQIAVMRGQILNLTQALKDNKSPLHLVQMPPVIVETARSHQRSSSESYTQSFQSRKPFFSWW
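ADP-Glo luminescence measured ADP generated by PI4K2A enzyme (4 ug/mL before mixing) with 1.2 mM PI substrate (pre-mix) and 300 microM ATP (pre-mix). Tris pH7.5 buffer with MgCl2, Triton X-100; 1 h reaction at ambient temperature.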
* marks the source's active call; other numbers are inactive results.

SMILES	PI4K2A inh
CCOC(=O)CCCNC(=O)OC1CCC12CCC(c1ccccc1)CC2 (centres undefined)	-0.7
O=C(CN[C@@H](Cc1c[nH]c2ccccc12)C(=O)NCCc1c[nH]c2ccccc12)NC1CCCCC1	-0.3
Cc1[nH]c2ccccc2c1C(=O)c1cc([C@H](NC(=O)OC(C)(C)C)C(C)C)sc1N	-1.0
CC(C)NC(=O)C1(C)CN(S(C)(=O)=O)CC(=O)N1C1CC1 (centres undefined)	-0.4
COc1ccc(C(C(=O)c2ccccc2)c2ccccc2)cc1 (centres undefined)	3.0
CCOc1ccc(N(CC(=O)Nc2c(C)n(C)n(-c3ccccc3)c2=O)S(=O)(=O)c2cccs2)cc1	1.4
COc1ccc(C2C(C(=O)N3CCN(c4ccccc4Cl)CC3)CC(=O)N2c2ccc(OC)cc2)cc1 (centres undefined)	-2.0
Nc1nc2ncccc2cc1C(=O)C1=C(c2ccccc2)Cc2ccccc21	-2.0
CCOC(=O)[C@@]12CCCC=C1N(CCc1ccc(Cl)cc1)C(=O)[C@H]2CC(=O)NCc1ccc(C)o1	5.5
O=C(C1CCC1)N1CCc2cc(S(=O)(=O)N3CCCC3)ccc21	-10.5
C=CCN1C(=O)[C@H](CC(=O)NCc2cccc(C(F)(F)F)c2)[C@@]2(C(=O)OCC)CCCC=C12	3.3
CCCCNC(=O)N1CCCC1C(=O)Nc1cccc(OC)c1 (centres undefined)	-1.4
COC(=O)[C@]12C[C@H](CC(=O)NCC3CCCCC3)C(=O)N(Cc3cccc4ccccc34)C1=C[C@H](C(C)(C)C)O[C@@H]2C	1.0
O=C(c1ccccc1)C1CCN(c2ncnc3sccc23)CC1	-2.4
COC(=O)[C@@]12C[C@@H](CC(=O)N3CCC(c4ccccc4)CC3)C(=O)N(Cc3ccccc3)C1=CCC(C)(C)C2	1.0
O=C(NC1CCCCN(Cc2ccc(OC(F)(F)F)cc2)C1=O)c1cccc(C(F)(F)F)c1 (centres undefined)	-2.3
O=C(Nc1ccccc1C(F)(F)F)OC1CCC12CCC(c1ccccc1)CC2 (centres undefined)	-2.0
CCN(C)c1nc(C)nc2c1nnn2Cc1ccccc1	0.0
Cc1ccc(C(=O)C2CCN(CC(=O)NCc3cccs3)CC2)cc1	1.3
COC(=O)[C@]12CCCCC=C1N(CCc1ccc(OC)c(OC)c1)C(=O)[C@H](CC(=O)N1CCC(c3ccccc3)CC1)C2	0.7
COc1ccc(-n2c(SCC(=O)Nc3ccc(Oc4ccccc4)cc3)nnc2-c2ccc(C)cc2)cc1	-1.5
Cc1csc(-c2nc3ccccc3n2C(C(=O)NC(C)(C)C)c2cc3ccccc3o2)c1 (centres undefined)	-14.9
CC(C)C[C@H]1COc2cc(N3CCSCC3)ccc2S(=O)(=O)N1C	-0.3
Cc1nc2cc(C(=O)N3CCN(C(=O)C(Cl)Cl)CC3)ccc2n1C1CCCC1	1.2
COCC(=O)N1CCC(C(=O)NCC2COc3ccccc3O2)CC1 (centres undefined)	-0.8

Arranged by the number under PI4K2A inh (largest number first): some entries from above
structure | PI4K2A inh
COC(=O)[C@]12C[C@H](CC(=O)NCC3CCCCC3)C(=O)N(Cc3cccc4ccccc34)C1=C[C@H](C(C)(C)C)O[C@@H]2C | 1.0
CCCCNC(=O)N1CCCC1C(=O)Nc1cccc(OC)c1 (centres undefined) | -1.4
O=C(c1ccccc1)C1CCN(c2ncnc3sccc23)CC1 | -2.4

The listing picks up; the 5 compounds before the break are reprinted first.
SMILES	PI4K2A inh
COc1ccc(-n2c(SCC(=O)Nc3ccc(Oc4ccccc4)cc3)nnc2-c2ccc(C)cc2)cc1	-1.5
Cc1csc(-c2nc3ccccc3n2C(C(=O)NC(C)(C)C)c2cc3ccccc3o2)c1 (centres undefined)	-14.9
CC(C)C[C@H]1COc2cc(N3CCSCC3)ccc2S(=O)(=O)N1C	-0.3
Cc1nc2cc(C(=O)N3CCN(C(=O)C(Cl)Cl)CC3)ccc2n1C1CCCC1	1.2
COCC(=O)N1CCC(C(=O)NCC2COc3ccccc3O2)CC1 (centres undefined)	-0.8
O=C1CSc2ccc(C(=O)N3CCCC(C(=O)N4CCCCC4)C3)cc2N1 (centres undefined)	3.5
COC(=O)[C@]12C[C@H](CC(=O)N3CCOCC3)C(=O)N(CCc3ccc(OC)c(OC)c3)C1=C[C@H](COCc1ccccc1)O[C@@H]2C	2.5
COc1ccc(-n2c(SCC(=O)Nc3ccc(S(=O)(=O)Nc4nccs4)cc3)nnc2-c2ccccc2)cc1	-2.4
CCOC(=O)[C@]12CCCCC/C=C\1N(CCc1ccc(Cl)cc1)C(=O)[C@H]2CC(=O)NCCCCc1ccccc1	-5.0
COc1ccc(C2CC3CN(C4CCCCC4)C(=O)C3N2C)cc1 (centres undefined)	-6.7
COc1ccc(S[C@]2(C(=O)NC(C)C)CC(=O)N[C@@H]2c2ccc(OC)cc2)cc1	-0.3
CCOC(=O)[C@@H](NC(=O)[C@@H]1CC=C[C@@H]2CCN(Cc3ccc(Cl)cc3)C(=O)[C@@H]21)C(C)C	3.7
COC(=O)[C@]12C[C@H](CC(=O)NCc3ccccc3)C(=O)N(Cc3ccco3)C1=C[C@H](C1CCCC1)O[C@@H]2C	0.2
COCCN1C(=O)CCC1(C)c1nnnn1-c1ccc2ccccc2c1 (centres undefined)	6.3
O=C(OC12CCCN(C1)/C(=C/c1ccccc1)C2)C1CCCC1 (centres undefined)	-1.1
CCCCNC(=O)c1nc(-c2cc3ccccc3[nH]2)oc1-c1ccccc1	0.0
CCCC1CCC2(CC1)CCC2OC(=S)Nc1ccc(I)cc1 (centres undefined)	-0.8
COc1ccc(-n2c(SCC(=O)NN=Cc3c(O)ccc4ccccc34)nnc2-c2ccc(C(C)(C)C)cc2)cc1	3.2
Cc1ccc(-c2cc(C(=O)NN=Cc3ccccc3OCC(=O)O)[nH]n2)cc1	-5.4
Nn1c(SCc2cccc3ccccc23)nnc1-c1cc(-c2ccc(F)cc2)n[nH]1	2.3
Oc1cccc2[nH]ccc12	-0.9
COC(=O)[C@@H]1C[C@@]2(c3ccccc3)c3ccccc3N(S(=O)(=O)c3ccccc3)[C@H]2N1C(=O)CNC/C=C(\C)CCC=C(C)C	-4.3
Cc1ccc(S(=O)(=O)N2C3CC(c4ccccc4)N(S(=O)(=O)c4cccc(Cl)c4)CC3C(=O)C[C@H]2c2ccccc2)cc1 (some centres undefined)	-0.9
Cc1ccc(-n2c(Cc3cccs3)nnc2SCC(=O)Nc2cccc3ccccc23)cc1	-5.1
CCOC(=O)C(=O)CCCCCCl	1.6
CCCCN(C)c1c2c(nc3ncnn13)CCCC2	3.5
COc1ccc(CN2C(=O)CCCC2(C)c2nnnn2-c2c(C)cccc2C)cc1OC (centres undefined)	2.9
COc1ccc(C(C(=O)N(C)C2CCCC2)N(Cc2ccc(F)cc2)C(=O)c2csc(N3CCOCC3)n2)cc1OC (centres undefined)	0.4
COc1ccc(CCNC(=O)C(F)(F)F)cc1S(N)(=O)=O	-1.9
O=C(Nc1ccc(F)cc1)C(CCc1ccccc1)N1CCN(c2cccc(C(F)(F)F)n2)CC1 (centres undefined)	5.3
COC(=O)[C@]12C[C@H](CC(=O)NCC3CCCCC3)C(=O)N(Cc3ccco3)C1=C[C@H](C(C)C)O[C@@H]2C1CC1	0.5
CCCCCCCC(=O)[O-].CCCCCCCC(=O)[O-].[Zn+2]	-10.0
CC1CN(c2nc3ccccc3nc2SCC(=O)N2CCN(S(=O)(=O)c3ccccc3)CC2)CC(C)O1 (centres undefined)	-2.3
CCCCN(C)C(=O)CSc1nnc(-c2cc(OC)c(OC)c(OC)c2)o1	1.8
COC(=O)C1CCC(CNC(=O)C(Cc2ccc3c(c2)OCO3)NC(C)=O)CC1 (centres undefined)	-0.7
COc1ccc2ccccc2c1C=Nn1c(-c2cc(-c3ccccc3)n[nH]2)n[nH]c1=S	-3.6
CC(C)n1nc(-c2cc3cc(O)ccc3[nH]2)c2c(N)ncnc21	3.4
O=C(Nc1ccc2c(c1)OCCO2)C(c1ccnc2ccccc12)n1c(=O)c(-c2ccco2)nc2ccccc21 (centres undefined)	-3.1
COc1ccc(CCNC(=O)c2c(N)[nH]c(C(=O)c3ccccc3)c2-c2ccc(N(C)C)cc2)cc1	-5.5
CCOc1ccc(-c2nc(CSCC(=O)NC3CCC3)c(C)o2)cc1	-1.1
C[C@H]1[C@@H](OC(=O)NCc2ccccc2Cl)CC[C@@]23CCCN2C(=O)CCC[C@@H]13	5.0
Cc1cccc(C)c1NC(=O)C1(C)CN(S(C)(=O)=O)CC(=O)N1CCOc1ccccc1 (centres undefined)	4.8
O=C(NCc1ccccc1)C(c1ccccc1)n1c(-c2ccncc2)nc2ccccc21 (centres undefined)	0.0
Nc1[nH]nc2nnc(-c3c(-c4ccccc4)nn4ccccc34)cc12	-8.2
O=C(NCc1ccccc1)C(c1ccc(C(F)(F)F)cc1)n1c(=O)c(-c2ccco2)nc2ccccc21 (centres undefined)	-12.7
COc1ccccc1C(=O)CSc1nnc(-c2ccccn2)n1-c1ccccc1	-3.1
CCCC1CCC2(CC1)CCC2OC(=O)Nc1ccc(F)cc1 (centres undefined)	3.5
CC(C)(C)NC(=O)[C@@H](c1cccnc1)N(C(=O)c1ccco1)c1ccc(C(C)(C)C)cc1	-1.8
COc1ccc([C@H]2OC(=O)C[C@H]2C(=O)N2CCCCC2)cc1OC	-0.8
C[C@H]1[C@@H](OC(=O)NCc2cccnc2)CC[C@@]23CCCN2C(=O)CCC[C@@H]13	0.6
CC(=O)N1CCN(C2=Nc3ccccc3Sc3ccccc32)CC1	1.9
CCOC(=O)[C@]12CCCC=C1N(CCCOC)C(=O)[C@@H]2CC(=O)N1CCN(C(=O)c2ccco2)CC1	-0.9
Nn1c(SCC(=O)Nc2ccc(OCc3ccccc3)cc2)nnc1-c1cc(-c2ccc(Cl)cc2)n[nH]1	-1.5
S=C(Nc1cccc(Cl)c1)OCCN1CCCC12CCC(c1ccccc1)CC2 (centres undefined)	2.0
CCCCNC(=O)C[C@@H]1C(=O)N(CCc2ccc(Cl)cc2)C2=CCCCC[C@]21C(=O)OC	5.5

Additional entries
SMILES	PI4K2A inh
CCn1c2ccccc2c2cc(NC(=O)COC(=O)c3cc(F)ccc3C)ccc21	4.9
Fc1ccc(-c2n[nH]c(=S)n2N=Cc2ccc(-c3ccccc3)cc2)cc1	3.2
COC(=O)[C@]12C[C@H](CC(=O)N3CCCCC3)C(=O)N(Cc3ccc(Cl)cc3Cl)C1=C[C@H](C(C)(C)C)O[C@@H]2C	0.9
CCN(C(=O)[C@@H](C)[C@@H](O)c1ccc(C(C)=O)cc1)c1ccccc1	-4.1
COc1ccc(-c2cc(-c3nnc(SCC(=O)Nc4ccccc4-c4ccccc4)n3N)[nH]n2)cc1	1.8
Cc1ccccc1NC(=O)C1CCCN1S(=O)(=O)c1cccnc1 (centres undefined)	5.0
CCOC(=O)C(Cc1ccccc1)P(=O)(OCC)OCC (centres undefined)	2.9
CCOC(=O)[C@]12CCCC=C1N(CCC1=CCCCC1)C(=O)[C@H](CC(=O)NCCCCc1ccccc1)C2	-4.8
Cc1ccccc1NC(=O)Nc1ccc2c(c1)C(=O)N(C)[C@H]1CC[C@H](CC(=O)NCC3CC3)O[C@@H]1CO2	-2.4
CC(C)CNS(=O)(=O)CC1NCc2cc3c(cc21)OCO3 (centres undefined)	0.5
O=[N+]([O-])c1ccc2nc(COCc3nc4ccccc4[nH]3)[nH]c2c1	-5.2
CCN(C(=O)COC(=O)c1ccc(Sc2ncn[nH]2)c([N+](=O)[O-])c1)c1ccccc1	-0.7
COc1ccc(CN(C)C(=O)C2CCCN(c3nc4ccccc4o3)C2)cc1 (centres undefined)	4.7
Cc1cccc(C)c1NC(=O)[C@H]1CC(=O)O[C@@H]1c1ccccc1	-4.9
CCOC(=O)[C@]12CCCC=C1N(CCc1ccc(OC)c(OC)c1)C(=O)[C@H](CC(=O)NCCc1ccccc1OC)C2	-2.4
CCOC(=O)N1CCN(C(=O)C[C@H]2C(=O)N(CCCOC)C3=CCCCC[C@]32C(=O)OC)CC1	-5.0
COc1ccc(C(=O)C2(C(=O)NCCO)CC(c3ccccn3)=NO2)cc1 (centres undefined)	5.7
OC1(Cc2ccccc2)CCN(c2ncnc3sccc23)CC1	0.6
COC(=O)N1CCC[C@H]1c1cccc2[nH]cc(C)c12	-2.5
COc1cc2c(cc1NC(=O)CSc1nnc(-c3cccc(Cl)c3)n1Cc1ccco1)oc1ccccc12	-5.8
O=C(c1cc(Cl)cc(Cl)c1)N1CC[C@H]2[C@H](CCCN2Cc2ccc(F)cc2)C1	1.0
Cc1ccc(CN2CCCCC(NC(=O)c3ccc(C)cc3)C2=O)cc1 (centres undefined)	-2.4
Cc1ccc(C(=O)NCC(=O)OCc2nc3sc(C)c(C)c3c(=O)[nH]2)cc1	-1.2
C[C@H]1[C@H]2CC[C@H]3[C@@H]4CC=C5C[C@@H](N(C)C)CC[C@]5(C)[C@H]4CC[C@]23CN1C	0.6
CC(C)(C)OC(=O)NCCc1nc(NC(=O)OCc2ccccc2)sc1C(=O)O	1.1
O=C(NC1CCCC1)C(C1CC1)n1c(C2CC2)nc2ccccc21 (centres undefined)	-4.3
CC(=O)C[C@@H]1OC[C@H](Cc2ccccc2)N1S(=O)(=O)c1ccc(C)cc1	-1.0
Cc1ccc(-c2nnc(SCC(=O)c3ccc(O)c(O)c3)n2-c2ccc(Cl)cc2)cc1	-12.1

Only part of the results is shown, so the mix of outcomes need not match the whole.
